# p53ts 32C tox: kills p53ts cells at the permissive temperature; H1299-p53A138V at 32C, ATP luminescence viability, 24 h; Potency, µM (highest dose often 46.1 µM), without a hit: at the highest dose activity change, negative = cytotoxicity, usual class: cytotoxic; 130,000 compounds, 0.93% hits;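 also: 0% = DMSO and -100% = full killing by reference compound; nearly all actives have a fitted effect of over 55% in size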
#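 H1299-p53 A138V cells (temperature-sensitive p53) exposed 24 h to up to 46 uM compound at 32C, where p53 is wild-type in conformation. Viability read as ATP luminescence and normalised to DMSO and 100 uM tamoxifen. AC50 fitted with the Hill equation.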
# IkB sig inh: IkB pathway inhibition in ABC-DLBCL cells. ABC-DLBCL IkBa-CBG/CBR dual luciferase ratio, 4 h; response scale: scaled: untreated 0%, proteasome inhibitor 100%. Potency, µM (highest dose often 57.1 µM), inactives show at the top dose IkBa stabilization activation. 110,000 compounds, 0.04% hits; active = well fitted curve in the direction sought with a large enough effect in the signal ratio, not every such curve was filed as active; inconclusive = small, poorly fitted or top-dose-only effect, or a change in a side signal; the % refers to the signal ratio;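 also: the direction sought is a rising ratio; 0% = basal untreated cells and 100% = reference inhibitor full response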
#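 Curves were fitted separately to fusion (green), unfused (red) and ratio luminescence, then classed by r2, magnitude and activity. Cells: OCI-Ly3, 4 h compound plus doxycycline at 37C; 10 uM MG-132 defined full response.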
# p53ts 39C kill: kills p53ts cells at the nonpermissive temperature; Potency, µM (doses to about 46.1 µM), for inactives: at the highest dose activity change, negative = cell killing, usual class: cytotoxic; 130,000 compounds, 1.5% hits; AID 902; H1299-p53A138V viability at 39C, ATP luminescence, 24 h; also: nearly all actives have a fitted effect of over 55% in size
# Imprint erasure: genomic imprint erasure induction. mouse ES Peg3-LacZ reporter, beta-gal luminescence, 40 h. AID 1948. Potency, µM (highest dose often 60.7 µM), without a hit: at the top dose activity change, positive = activation, most hits filed as activators. 110,000 compounds, 0.02% hits;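 also: 0% = negative control wells on the plate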
#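 Gelatin-coated wells received 300 freshly trypsinized female ES cells with a Peg3LacZ-Neo reporter on the maternal allele, then incubated 40 hours at 37C. BetaGlo was added for 5 minutes at room temperature before a single luminescence read.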
# * hit, by the source's call; ? = inconclusive; · = no result given; [ ] = dose if it differs, or a comment. Unless noted, calls follow the shape of the dose curve; as a rule, active = well fitted curve in the direction sought with a large enough effect; inconclusive = small, poorly fitted or top-dose-only effect, or another doubt; inactive = no such curve, though single readings can be large; an effect the other way counts as inactive or inconclusive. Unless noted, % is scaled to controls: 0 for no effect and ±100 for the full control effect; potency is read from the fitted curve at half-maximal effect.
# The opening 6 records (preview)
SMILES,p53ts 32C tox,IkB sig inh,p53ts 39C kill,Imprint erasure
Cc1cccc(NC(=O)CCNS(=O)(=O)c2cccc3nonc23)c1,3%,?,-7%,5%[10.9 µM]
O=C(Oc1ccccc1)N1CCC2(CC1)CN(c1ccncc1)C2,2%,-0.9%[11.4 µM],4%,·
COC(=O)C1=C(C)N(Cc2ccccc2)[C@]23O[C@](C(=O)OC)(C(=O)N2C1c1ccccc1)C1CCOC(=O)C13 (stereo partly specified),10%[9.22 µM],·,2%[9.22 µM],·
COc1cccc2c(C)nc(Nc3nc(CSc4nnc(C)s4)cc(=O)[nH]3)nc12,-5%,-1.1%,11%,-4%
CC(C)(C)n1nnnc1C(c1cccnc1)N1CCN(c2ccccc2F)CC1 (stereo unspecified),-2%,·,-2%,·
COc1ccc(N(CC(=O)Nc2ccc(Cl)cc2C)S(=O)(=O)c2ccccc2)c(OC)c1,7%,-0.4%,-5%,-9%[10.9 µM]

# The list itself (from the top)
SMILES,p53ts 32C tox,IkB sig inh,p53ts 39C kill,Imprint erasure
Cc1cccc(NC(=O)CCNS(=O)(=O)c2cccc3nonc23)c1,3%,?,-7%,5%[10.9 µM]
O=C(Oc1ccccc1)N1CCC2(CC1)CN(c1ccncc1)C2,2%,-0.9%[11.4 µM],4%,·
COC(=O)C1=C(C)N(Cc2ccccc2)[C@]23O[C@](C(=O)OC)(C(=O)N2C1c1ccccc1)C1CCOC(=O)C13 (stereo partly specified),10%[9.22 µM],·,2%[9.22 µM],·
COc1cccc2c(C)nc(Nc3nc(CSc4nnc(C)s4)cc(=O)[nH]3)nc12,-5%,-1.1%,11%,-4%
CC(C)(C)n1nnnc1C(c1cccnc1)N1CCN(c2ccccc2F)CC1 (stereo unspecified),-2%,·,-2%,·
COc1ccc(N(CC(=O)Nc2ccc(Cl)cc2C)S(=O)(=O)c2ccccc2)c(OC)c1,7%,-0.4%,-5%,-9%[10.9 µM]
Cc1cc(C)nc(NS(=O)(=O)c2ccc(NC(=O)NC3CCCCC3)cc2)n1,2%,0.0%,7%,-17%
COc1cc(Br)cc(/C=N/NC(=O)Cc2ccc(C(F)(F)F)cc2[N+](=O)[O-])c1O,19%,·,-6%,·
O=c1c2cnn(-c3ccc(Cl)cc3)c2ncn1Cc1cccc(C(F)(F)F)c1,-7%,0.2%,-29%,-4%[10.9 µM]
O=C(CN1CCN(c2ncccn2)CC1)NCCC1=CCCCC1,-4%,0.6%,-5%,-12%
COc1ccc(CC(=O)Nc2ccc(-c3nnc(-c4ccccc4)o3)cc2)cc1,3%,-0.4%,5%,-11%
Cc1c(-c2nc(-c3ccccc3)no2)nnn1-c1cccc(C(F)(F)F)c1,-2%,?,-6%,8%[10.9 µM]
O=C(NC1(C(F)(F)F)NC(=O)N(CCc2ccccc2)C1=O)c1ccccc1F (stereo unspecified),6%,?,24%,-5%[10.9 µM]
CC1(C)Cc2nc3oc4c(N(CCO)Cc5ccccc5)ncnc4c3cc2CO1,-6%,-4.8%,2%,-8%
COc1ccc(OC(C)C(=O)NCc2nc(-c3cccc(C)c3)no2)cc1 (stereo unspecified),-5%,?,-4%,25%[10.9 µM]
CCOC(=O)c1ccccc1NC(=O)COc1ccccc1,4%,7.5%,-6%,-16%
CCOC(=O)N1CCN(C(=O)CSc2nnc(COc3ccc(Cl)cc3)o2)CC1,0%,3.4%,19%,-17%
Cn1ncc(C#N)c1/N=C/N1CCOCC1,2%,1.5%,2%,-5%
O=C(NCC1CCCO1)c1ccccc1-c1nc(-c2ccccc2)no1 (stereo unspecified),-5%,-1.1%,-6%,-17%
Cc1cc(C(c2nnnn2Cc2ccccc2)N2CCOCC2)c(C)n1-c1ccc2c(c1)OCO2 (stereo unspecified),-1%,6.9%,-14%,-18%
CC1(C)CC(=O)CC(C)(C)N1OC(=O)c1ccncc1,5%,-2.1%,21%,-5%
Cc1nn(CCCC(=O)NCc2ccccc2Br)c(=O)c2c1sc1ccccc12,-7%,?,-9%,-19%[10.9 µM]
Cc1ccc(NC(=O)CCc2c(C)nc3cc(-c4ccccc4)nn3c2C)cc1F,-4%,?,-29%,-14%[10.9 µM]
CCOc1cc(S(=O)(=O)NC2CC(C)(C)NC(C)(C)C2)ccc1F,3%,3.2%,1%,-15%
CCOc1ccc(NC(=O)c2ccc(-c3ccccc3)s2)cc1,7%,-0.2%,10%,-51%[inhibitor][10.9 µM]
CN1CCN(C(=O)c2ccccc2-c2nc(-c3ccc(Cl)cc3)no2)CC1,8%,-2.8%,9%,-13%
Cc1cccc(N2CCN(C(=O)c3cc4c(=O)oc5ccccc5c4s3)CC2C)c1 (stereo unspecified),15%,4.6%,-19%,26%[10.9 µM]
CCOc1ccc(CNC(=O)c2ccc(CS(=O)c3ccccc3)o2)cc1 (stereo unspecified),2%,2.2%,-21%,-14%[10.9 µM]
CC(C)OC(=O)NC(C)(C)COC(=O)Nc1cccc(Cl)c1,2%,·,10%,·
CC(C)c1ccc(NS(=O)(=O)c2cc(Br)cc3c2N(C(=O)C2CC2)CC3)cc1,5%,?,-30%,-8%[10.9 µM]
COc1ccc(C(=O)N(Cc2sccc2C)C2CCS(=O)(=O)C2)cc1Cl (stereo unspecified),9%,0.2%,-4%,-5%[10.9 µM]
Cc1ccc2c(c1)C(=O)OC(C(=O)Nc1ncc(Cc3ccc(Cl)cc3)s1)C2 (stereo unspecified),-9%,2.6%,9%,6%[10.9 µM]
CCOC(=O)N1CCC(NC(=O)c2cc3c(-c4ccc(Cl)cc4)nn(C)c3s2)CC1,2%,3.8%,-3%,-12%
CCOC(=O)C1=C(N)Oc2cc(C)n(CCc3ccc(OC)c(OC)c3)c(=O)c2C1c1cccnc1 (stereo unspecified),15%,-2.8%,2%,-17%
Cc1c(C)c2cc(Cl)c(O)c(CN(C)C)c2oc1=O,7%,1.8%,14%,-6%
O=C(N1CCCCCC1)N1CCN(S(=O)(=O)N2CCCCC2)CC1,9%,-1.0%,3%,-11%
COC(=O)c1cccc(Cn2nnc3ccccc3c2=O)c1,6%,3.5%,2%,-6%
O=C(OC1Cc2c(O)cc(O)cc2OC1c1cc(O)c(O)c(O)c1-c1c(C2Oc3cc(O)cc(O)c3CC2OC(=O)c2cc(O)c(O)c(O)c2)cc(O)c(O)c1O)c1cc(O)c(O)c(O)c1 (stereo unspecified),3%,·,3%,0%
COC(=O)c1ccccc1NC(=O)C1CCCC1,-6%,-1.3%,-4%,-6%
Fc1ccc(C(c2nnnn2C2CCCC2)N2CCN(Cc3ccccc3)CC2)cc1 (stereo unspecified),2%,0.1%,-2%,-7%
COc1ccc(Cl)cc1NC(=O)N1CCN(CCc2ccccc2)CC1,-8%,5.0%,5%,-3%
OCC1OC(n2cnc3c(Cl)ncnc32)C(O)C1O (stereo unspecified),-1%,·,-10%,16%
CCCCN(CC)C(=O)Cn1c(=O)n(-c2ccc(OCC)cc2)c(=O)c2c3c(sc21)CCCC3,7%,?,-7%,-13%[10.9 µM]
O=C(O)CCc1ccc(-c2ccc(F)cc2)n1CCC(=O)O,7%,2.5%,8%,-2%
O=C(Nc1cc(C(=O)N2CCCC2)ccc1N1CCCC1)c1ccccc1F,6%,-1.9%,4%,-12%
Oc1ccc(N=Cc2ccc(-c3cccs3)s2)cc1,-4%,?,0%,-24%
CCc1ccc(-n2c(=O)c3cccnc3n2CC(=O)Nc2cc(F)ccc2F)cc1,-15%,-3.0%,-20%,-8%[10.9 µM]
CC(C)=CCC/C(C)=C/CCC(C)NCCN1CCNCC1 (stereo unspecified),-9%,2.5%,-2%,-36%[inhibitor]
CN(C)CCCSC(=N)N,-4%,5.3%,-10%,-7%
COc1ccc(NC(=O)c2ccc3c(c2)C(=O)N(Cc2cccnc2)C3=O)cc1,-7%,3.2%,9%,-2%
# Remaining list, next part:
SMILES,p53ts 32C tox,IkB sig inh,p53ts 39C kill,Imprint erasure
CCOC(=O)c1ccc(CN(Cc2ccccc2C)S(=O)(=O)c2ccc(F)c(C)c2)cc1,5%,1.6%,-10%,-16%[10.9 µM]
O=c1c[n+]([O-])c2ccccc2n1OCc1ccccn1,2%,3.5%,1%,5%
COc1ccc(CNC(=O)CCc2c(C)nc3nc(CNC(=O)OC(C)(C)C)nn3c2C)cc1,10%,?,-8%,-13%[10.9 µM]
O=C(CCCCCC(=O)N(CCO)CCO)N(CCO)CCO,8%,0.1%,5%,-1%
O=C(CCS(=O)(=O)c1cc(Br)cc2c1N(C(=O)C1CC1)CC2)NCc1ccco1,-10%,?,1%,-38%[inhibitor]
CCOc1ccc(CCNC(=O)Cn2c(C)c3cnn(-c4ccccc4)c(=O)c3c2C)cc1,-4%,?,10%,-18%[10.9 µM]
COc1ccc(C2CC(=O)C3=C(C2)NC(C)=C(C#N)C3c2ccc(N(C)C)cc2)cc1 (stereo unspecified),6%,4.9%,4%,-8%
CCc1ccccc1NC1c2ccccc2C(=O)N1c1cccnc1 (stereo unspecified),-2%,0.4%,-8%,-8%
CCOc1ccc(NC(=O)CN2CCN(c3ccc(Cl)cc3)CC2)cc1,-3%,?,-5%,2%[10.9 µM]
Cc1cc(C)nc(NC(=O)C(C)N2C(=O)c3ccccc3C2=O)n1 (stereo unspecified),0%,0.1%,-2%,10%
Cc1ccn2cc(CNC(=O)c3cccc(C(F)(F)F)c3)nc2c1,-6%,-1.3%,8%,10%[10.9 µM]
CCCCS(=O)(=O)Nc1ccc2c(c1)ncn2C1CCCCC1,5%,-0.8%,13%,-24%
Cc1ccc(OC(=O)NC2CCS(=O)(=O)C2)cc1C (stereo unspecified),9%,1.8%,12%,-4%
Cc1ccc(NC(=O)C2CCCN(S(=O)(=O)c3c(C)noc3C)C2)cc1 (stereo unspecified),8%,-1.0%,16%,10%[10.9 µM]
CSc1ncnc2nc[nH]c12,14%,1.5%,32%[activator],-33%[inhibitor]
Cn1ncc2c(NCc3ccc(Cl)cc3)ncnc21,9%,-3.9%,-12%,-11%[10.9 µM]
Cc1cccc(-n2ncc3c(N(CCO)CCO)ncnc32)c1,-27%,·,?,·
Cc1c(C(=O)Nc2cccc(C(F)(F)F)c2)oc2ccc(S(=O)(=O)N3CCOCC3)cc12,-4%,0.2%,-11%,10%
CC(C)c1cc(C(=O)Nc2cc(Cl)ccc2O)no1,-29%,?,?,-26%
c1cncc(-c2nnc(-c3cccnc3)nn2)c1,?,8.3%,?,-55%[inhibitor]

# Some of these compounds in order of the Imprint erasure value, lowest first:
Compound | IkB sig inh | Imprint erasure
CC(C)c1cc(C(=O)Nc2cc(Cl)ccc2O)no1 | ? | -26%
CCCCS(=O)(=O)Nc1ccc2c(c1)ncn2C1CCCCC1 | -0.8% | -24%
Cc1c(C(=O)Nc2cccc(C(F)(F)F)c2)oc2ccc(S(=O)(=O)N3CCOCC3)cc12 | 0.2% | 10%

# Continuation.
SMILES,p53ts 32C tox,IkB sig inh,p53ts 39C kill,Imprint erasure
COc1cc(NS(=O)(=O)c2ccc3c(c2)CCN3S(C)(=O)=O)cc(OC)c1,1%,?,-16%,-15%[10.9 µM]
COc1ccc(CN2C(=O)c3oc4ccc(F)cc4c(=O)c3C2c2ccc(O)cc2)cc1 (stereo unspecified),1%,1.6%,13%,-3%[10.9 µM]
CC(=O)Nc1ccc(S(=O)(=O)Nc2cccc(C(=O)NC(C)(C)C)c2)cc1,12%,·,12%,·
FC(F)(F)c1nnc2sc(-c3ccncc3)nn12,2%,3.6%,1%,-9%
NC1=NC2(CCC(c3ccccc3)CC2)n2c(nc3ccccc32)N1 (stereo unspecified),-24%,?,-26%,-50%[inhibitor]
Cc1noc(C)c1C(=O)N1CCC2(CCN(Cc3ccc(C#N)cc3)CC2)CC1,-33%,2.0%[11.4 µM],-4%,·
Cc1ccc(-n2nc3c(c2NC(=O)c2c(-c4ccccc4Cl)noc2C)CSC3)cc1,20%,6.1%,5%,-18%
CN1CCN(C(=O)c2cc(-c3ccc(O)cc3)on2)CC1,-10%,2.1%,-13%,-17%
Cc1nn(C(C)C(=O)NC2CCC(C)CC2)c(=O)c2c1sc1ccccc12 (stereo unspecified),11µM*,?,10µM*,-30%[inhibitor][10.9 µM]
O=C(C1CCN(CC2CCCCC2)CC1)N1CCCC1,-1%,-0.2%,3%,-1%
O=C(Cn1cnc(S(=O)(=O)N2CCCC2)c1)Nc1cccc(F)c1,1%,-0.1%,-14%,-13%[10.9 µM]
CC1=C(C(=O)Nc2ccc(Cl)cc2)C(c2cccs2)n2nnnc2N1 (stereo unspecified),-5%,0.1%,-29%,-13%

# The order is random; 1.7% or so of the library scored in one or more.
